Screening data (PubChem)
LAP4 TOR yeast – modulators of TOR pathway LAP4-GFP in S. cerevisiae. S. cerevisiae LAP4-GFP multiplex, flow cytometry GFP, 3 h; median GFP as percent of DMSO wells. GFP response vs DMSO, % at 10 µM. hit rate 0.34% among 320,000;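 active = GFP response vs DMSO above a set limit, about the screen mean plus 3 SD, cut at about 150% in these data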
AGP1-GFP MLPCN – alters AGP1-GFP fluorescence in TOR pathway yeast screen; S. cerevisiae AGP1-GFP multiplex flow cytometry, 3 h; GFP as percent of DMSO wells; GFP response vs DMSO, % at 10 µM; hit rate 0.02% among 320,000; AID 2066;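 active = GFP response relative to DMSO above a set limit, near screen average plus 3 SD, cut at about 150% in these data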;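 note: median GFP channel fluorescence of the gated AGP1 strain per well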
CIT2-GFP yeast – yeast TOR pathway CIT2-GFP modulation. S. cerevisiae CIT2-GFP strain, flow cytometry, 3 h; 100 means same as DMSO wells. AID 2029. hit rate 0.065% among 320,000. GFP response vs DMSO, % at 10 µM;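 active = GFP response relative to DMSO above a set limit, near the screen mean plus 3 SD, cut at about 150% in these data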;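 note: ratio of well median GFP fluorescence to mean of DMSO wells on the plate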
RPL19A-GFP yeast – alters RPL19A-GFP fluorescence in TOR pathway yeast screen; AID 2025; percent response vs DMSO, % at 10 µM; hit rate 0.3% among 330,000; S. cerevisiae RPL19A-GFP strain, flow cytometry, 3 h; hits give low values;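 active = percent response vs DMSO below 50%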;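 note: median channel GFP fluorescence of the barcoded RPL19A-GFP strain; ratio of sample median GFP to plate DMSO average so 100% = DMSO; lower means less RPL19A-GFP as with rapamycin TOR inhibition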
MEP2-GFP yeast – alters MEP2-GFP fluorescence in TOR pathway yeast screen; S. cerevisiae MEP2-GFP strain, flow cytometry GFP, 3 h; 100% = DMSO control level; GFP response vs DMSO, % at 10 µM; AID 2016; hit rate 0.51% among 330,000;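 active = GFP response versus DMSO above a set limit, roughly screen mean plus 3 SD, cut at about 180% in these data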;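 note: median GFP fluorescence of the barcode-gated MEP2-GFP cells per well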
proCasp3 act – activators of human procaspase-3; P42574; recombinant procaspase-3 D3A, Ac-DEVD-pNA absorbance 405 nm; activation, % at 8.5 µM; hit rate 0.11% among 330,000; AID 463141;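 active = activation above the mean of all tested compounds plus 3 SD, cut at about 21% in these data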;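 note: 0% = DMSO alone and 100% = DMSO wells spiked with extra 5 µM PC-3 D3A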
Target sequence (P42574 whole entry D9A/D28A/D175A): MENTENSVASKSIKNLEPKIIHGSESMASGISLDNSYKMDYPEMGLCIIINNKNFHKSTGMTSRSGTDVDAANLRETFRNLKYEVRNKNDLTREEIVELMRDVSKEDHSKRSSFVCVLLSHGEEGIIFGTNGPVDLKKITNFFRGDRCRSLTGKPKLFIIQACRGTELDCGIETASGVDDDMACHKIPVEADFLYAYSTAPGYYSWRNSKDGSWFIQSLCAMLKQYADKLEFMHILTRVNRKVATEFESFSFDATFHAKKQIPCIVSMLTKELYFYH
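Assay system: Autoprocessing-dead procaspase-3 D3A mutant enzyme; also added: Ac-DEVD-pNA; doses: one concentration, 8.5 µM nominal, 0.8% DMSO; times: 1 h compound preincubation, 2 h substrate hydrolysis at 25 °C; technique: 405 nm absorbance of p-nitroaniline, reads at 0 and 120 min; measure: % activation between DMSO and enzyme-spiked controls; repeats: single replicate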
AHR act – activates the human aryl hydrocarbon receptor | P35869 | AHR-responsive luciferase reporter cells, luminescence | hit rate 2.5% among 320,000 | AID 2796 | activation, % at 5 µM; in the data active = activation above about 47%;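 note: 0% = vehicle wells and 100% = reference agonist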
proCasp7 act – activates human procaspase-7, counter-screen for procaspase-3 activators | P55210 | recombinant procaspase-7, Ac-DEVD-pNA absorbance 405 nm; D23A/D198A/D206A triple mutant, cannot self-cleave; scale: DMSO 0, 5 µM enzyme 100 | activation, % at 8.5 µM | hit rate 0.093% among 330,000 | AID 463210;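 active = percent activation above the screen-wide mean plus 3 SD, cut at about 25% in these data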
Target sequence (P55210 whole entry D23A/D198A/D206A): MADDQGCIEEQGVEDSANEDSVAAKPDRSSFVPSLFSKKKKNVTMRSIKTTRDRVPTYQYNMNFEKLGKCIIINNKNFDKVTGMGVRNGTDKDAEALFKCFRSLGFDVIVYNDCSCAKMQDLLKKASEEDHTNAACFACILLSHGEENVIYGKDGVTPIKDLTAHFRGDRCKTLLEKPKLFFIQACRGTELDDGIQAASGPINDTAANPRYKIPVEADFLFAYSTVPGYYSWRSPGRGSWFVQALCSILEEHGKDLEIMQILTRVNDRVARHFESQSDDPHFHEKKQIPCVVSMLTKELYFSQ
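Assay system: Uncleavable procaspase-7 mutant enzyme / Input: 2 µM procaspase-7 mutant as dispensed / Dosing: single nominal 8.5 µM compound dose, 0.8% DMSO final / Timing: 1 h enzyme–compound preincubation and 2 h substrate reaction, both 25 °C / Detection: p-Nitroaniline absorbance at 405 nm, read at 0 and 120 min / Replication: singlicate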
Numbers without * were called inactive; nt = no result given.

SMILES | LAP4 TOR yeast | AGP1-GFP MLPCN | CIT2-GFP yeast | RPL19A-GFP yeast | MEP2-GFP yeast | proCasp3 act | AHR act | proCasp7 act
O=C(COC(=O)c1c[nH]c(=O)[nH]c1=O)Nc1ccccc1 | 103 | 103 | 103 | 108 | 107 | 7 | 4 | 8
CCn1c(-c2csc3c2CCC(C)C3)n[nH]c1=S (configuration not stated) | 109 | 96 | 86 | 102 | 102 | -25 | -4 | -41
CCOC(=O)CCNC(=O)CCNC(=O)C(c1ccccc1)c1ccccc1 | 109 | 109 | 98 | 103 | 101 | -8 | -1 | 2
CCCCC(=O)Nc1ccc(C(=O)NNC(=O)CCCOc2ccc(Cl)cc2Cl)cc1 | 98 | 101 | 103 | 103 | 101 | -6 | -1 | -7
Cc1nc(N2CCN(c3ccccc3F)CC2)[nH]c(=O)c1C | 96 | 95 | 107 | 96 | 108 | nt | nt | nt
CCOc1ccc(C(=S)NC2CCCCC2)cc1OC | 102 | 98 | 96 | 104 | 105 | -16 | 5 | -37
Nn1c(=S)[nH]c2sc3c(c2c1=O)CCCC3 | nt | nt | nt | 98 | 100 | -6 | -2 | -19
O=C(NCCN1CCN(C(=O)c2cccs2)CC1)c1cccs1 | 89 | 97 | 89 | 95 | 93 | 6 | 2 | 10
Cc1cc2nc(SCCOC(=O)Nc3ccc(Cl)cc3)nc(C)c2cc1C | 101 | 104 | 108 | 103 | 107 | 3 | 0 | 6
Clc1ccc(COc2ccccn2)c(Cl)c1 | 108 | 104 | 93 | 102 | 103 | 7 | -1 | -8

7 entries already listed, arranged by the number in MEP2-GFP yeast, smallest number first:
SMILES,LAP4 TOR yeast,AGP1-GFP MLPCN,CIT2-GFP yeast,RPL19A-GFP yeast,MEP2-GFP yeast,proCasp3 act,AHR act
O=C(NCCN1CCN(C(=O)c2cccs2)CC1)c1cccs1,89,97,89,95,93,6,2
Nn1c(=S)[nH]c2sc3c(c2c1=O)CCCC3,nt,nt,nt,98,100,-6,-2
CCCCC(=O)Nc1ccc(C(=O)NNC(=O)CCCOc2ccc(Cl)cc2Cl)cc1,98,101,103,103,101,-6,-1
CCn1c(-c2csc3c2CCC(C)C3)n[nH]c1=S (configuration not stated),109,96,86,102,102,-25,-4
Clc1ccc(COc2ccccn2)c(Cl)c1,108,104,93,102,103,7,-1
O=C(COC(=O)c1c[nH]c(=O)[nH]c1=O)Nc1ccccc1,103,103,103,108,107,7,4
Cc1nc(N2CCN(c3ccccc3F)CC2)[nH]c(=O)c1C,96,95,107,96,108,nt,nt

The list goes on:
SMILES | LAP4 TOR yeast | AGP1-GFP MLPCN | CIT2-GFP yeast | RPL19A-GFP yeast | MEP2-GFP yeast | proCasp3 act | AHR act | proCasp7 act
Cc1ccc(CN2CCN(/N=C/c3cccnc3)CC2)cc1 | 92 | 102 | 99 | 102 | 105 | 0 | 10 | 4
O=C(OCC(=O)N1CCN(C(=O)c2ccco2)CC1)c1ccccc1C(=O)c1ccc(Cl)cc1 | 97 | 98 | 98 | 98 | 101 | 16 | -1 | 2
COC(=O)CNc1nc(Cl)nc(N2CCC(C)CC2)n1 | 100 | 93 | 90 | 92 | 98 | -4 | 1 | -3
NC(=O)CNC1CC(=O)N(CCc2ccccc2)C1=O (configuration not stated) | 101 | 108 | 105 | 102 | 99 | -9 | 0 | -9
O=C(NCCc1ccccc1)C(=O)NCC1OCCCN1S(=O)(=O)c1cc(F)ccc1F (configuration not stated) | 89 | 104 | 103 | 100 | 94 | -5 | 1 | 6
O=C(NC1CCCCC1)c1n[nH]c2c1CCCCC2 | 123 | 88 | 93 | 101 | 90 | -5 | -10 | 0
CCNC(=O)COC(=O)/C=C/c1cccs1 | 92 | 93 | 90 | 94 | 95 | 6 | -1 | 6
S=C(NCc1cccnc1)Nc1cccc2ccccc12 | 93 | 104 | 102 | 100 | 100 | 8 | 12 | 6
Cc1nc(NC(=O)CSc2nc(N)cc(N)n2)sc1C | 96 | 97 | 99 | 97 | 99 | -5 | 5 | -5
O=C(OCC#CCSc1nnc(-c2cccc3ccccc23)o1)c1cccc2[nH]ccc12 | 102 | 113 | 104 | 109 | 102 | 0 | -2 | -2

Part of the list above, in CSV form:
SMILES,LAP4 TOR yeast,AGP1-GFP MLPCN,CIT2-GFP yeast,RPL19A-GFP yeast,MEP2-GFP yeast,proCasp3 act,AHR act,proCasp7 act
CCOC(=O)CCNC(=O)CCNC(=O)C(c1ccccc1)c1ccccc1,109,109,98,103,101,-8,-1,2
CCNC(=O)COC(=O)/C=C/c1cccs1,92,93,90,94,95,6,-1,6
CCOc1ccc(C(=S)NC2CCCCC2)cc1OC,102,98,96,104,105,-16,5,-37

Next section.
SMILES | LAP4 TOR yeast | AGP1-GFP MLPCN | CIT2-GFP yeast | RPL19A-GFP yeast | MEP2-GFP yeast | proCasp3 act | AHR act | proCasp7 act
CCn1c(SCC(=O)N/N=C/c2cc(OC)c(OC)c(OC)c2)nc2ccccc21 | 96 | 108 | 109 | 104 | 102 | -8 | 17 | 2
COc1cccc(NC(=O)C2CCN(C(=O)[C@@H]3Cc4ccccc4CN3C(=O)OC(C)(C)C)CC2)c1 | 91 | 102 | 101 | 102 | 103 | 1 | 3 | 0
COc1ccc(S(=O)(=O)c2ccc(OCC3CO3)cc2)cc1 (configuration not stated) | 112 | 105 | 89 | 98 | 100 | 7 | -2 | 6
COc1cc(C(=O)N/C(=C\c2cn(C)c3ccccc23)C(=O)NCCCn2ccnc2)cc(OC)c1OC | 93 | 109 | 103 | 104 | 104 | 10 | 8 | 4
Cc1csc(NC(=O)CSc2sc3c(O)cc(=O)[nH]c3c2C#N)n1 | 97 | 107 | 99 | 103 | 106 | -2 | 15 | -22
Cc1cccc(N2CCN(C(c3ccncc3)c3nnnn3C(C)(C)C)CC2)c1C (configuration not stated) | 102 | 98 | 98 | 96 | 109 | 1 | 5 | 8
COc1ccc(CC(=O)NCc2ccco2)cc1OC | 95 | 97 | 97 | 95 | 99 | -2 | -2 | 5
COc1ccccc1OCCC(=O)Nc1ccc2c(c1)OCO2 | 102 | 95 | 102 | 99 | 99 | 8 | 20 | 5
CC(/C=N/NC(=O)Cc1cccs1)=C\c1ccccc1 | 103 | 98 | 95 | 102 | 97 | 4 | 7 | -3
O=C(c1cccc(Br)c1)N1CCN(C(=O)N2CCOCC2)CC1 | 98 | 105 | 93 | 100 | 102 | -5 | -1 | 13

Reformatted as comma-separated lines: entries from further up
molecule,LAP4 TOR yeast,AGP1-GFP MLPCN,CIT2-GFP yeast,RPL19A-GFP yeast,MEP2-GFP yeast,proCasp3 act,AHR act,proCasp7 act
COc1ccccc1OCCC(=O)Nc1ccc2c(c1)OCO2,102,95,102,99,99,8,20,5
CC(/C=N/NC(=O)Cc1cccs1)=C\c1ccccc1,103,98,95,102,97,4,7,-3

Later entries
SMILES | LAP4 TOR yeast | AGP1-GFP MLPCN | CIT2-GFP yeast | RPL19A-GFP yeast | MEP2-GFP yeast | proCasp3 act | AHR act | proCasp7 act
CC(C)Oc1ccc(C2CCC(=O)NC2=O)cc1 (configuration not stated) | 87 | 88 | 93 | 95 | 94 | -14 | -1 | 2
COc1ccc(Nc2nc(N)nc(CN(C)C3CCCCC3)n2)cc1 | 95 | 94 | 90 | 96 | 96 | 0 | 1 | 7
O=C(CSc1ccc2nnc(-c3ccccn3)n2n1)NCc1ccco1 | 94 | 104 | 101 | 105 | 96 | 5 | 4 | 2
Cc1ccc(S(=O)(=O)NCc2cc(=O)n(C)c(=O)n2C)cc1C | 86 | 98 | 104 | 96 | 102 | 5 | 1 | 1
CCCCCc1ccc(-c2ccc(OCC)cc2)nc1 | 109 | 103 | 101 | 98 | 99 | 9 | -11 | 4
CCC(=O)N1CCc2cc(Br)cc(S(=O)(=O)NCCN3CCCCC3CC)c21 (configuration not stated) | 100 | 97 | 95 | 96 | 103 | 7 | 2 | 7
Cc1cccc2cc(/C=N/NC(=O)c3ccncc3)c(Cl)nc12 | 102 | 107 | 96 | 95 | 100 | 6 | 6 | 1
COc1ccccc1NC(=S)N(Cc1ccccc1)Cc1ccccn1 | 100 | 104 | 99 | 101 | 101 | -5 | 1 | 5
COc1ccc(N2CCN(C(=O)c3[nH]c4ccc(OC)cc4c3C)CC2)cc1 | 97 | 90 | 90 | 101 | 113 | nt | nt | nt
CN1CCN(CC(=O)Nc2nc3ccccc3s2)CC1 | 92 | 61 | 106 | 95 | 97 | 0 | 9 | 6

Of the compounds above, two have bromine:
SMILES | LAP4 TOR yeast | AGP1-GFP MLPCN | CIT2-GFP yeast | RPL19A-GFP yeast | MEP2-GFP yeast | proCasp3 act | AHR act | proCasp7 act
O=C(c1cccc(Br)c1)N1CCN(C(=O)N2CCOCC2)CC1 | 98 | 105 | 93 | 100 | 102 | -5 | -1 | 13
CCC(=O)N1CCc2cc(Br)cc(S(=O)(=O)NCCN3CCCCC3CC)c21 (configuration not stated) | 100 | 97 | 95 | 96 | 103 | 7 | 2 | 7

The list goes on:
SMILES | LAP4 TOR yeast | AGP1-GFP MLPCN | CIT2-GFP yeast | RPL19A-GFP yeast | MEP2-GFP yeast | proCasp3 act | AHR act | proCasp7 act
C=CCN(c1ccc(C(N)=O)cc1)S(C)(=O)=O | 98 | 98 | 99 | 98 | 102 | 4 | -1 | 13
CC1CC(C)(C)CC2(C1)NC(=O)N(CC(=O)NCC(c1ccco1)N1CCCCC1)C2=O (configuration not stated) | 103 | 105 | 102 | 100 | 105 | 2 | -1 | 7
CCOC(=O)C1CCCN(S(=O)(=O)c2cccs2)C1 (configuration not stated) | 101 | 100 | 100 | 98 | 98 | -2 | -2 | 1
CC(=O)Nc1ccc(S(=O)(=O)Nc2cccc(-c3nc4cc(C)ccc4o3)c2)cc1 | 101 | 100 | 105 | 98 | 101 | 4 | -1 | 2
C=CCOc1ccccc1CNCCCN1CCOCC1 | 100 | 101 | 104 | 101 | 109 | -1 | 2 | 5
COc1ccc(C2c3ccc4ccccc4c3Oc3ncn(CCN4CCOCC4)c(=N)c32)cc1OC (configuration not stated) | 112 | 104 | 96 | 98 | 98 | 3 | 2 | 5
Cc1cc(C(=O)COC(=O)Cn2c(C(F)(F)F)nc3ccccc32)c(C)n1Cc1ccco1 | 99 | 104 | 104 | 99 | 101 | 4 | -3 | -1
Nc1cc(=O)[nH]c(SCCSc2ccccc2F)n1 | 105 | 103 | 103 | 96 | 108 | 4 | -4 | -2
O=C(CN1C(=O)c2cccc3cccc1c23)Nc1ccc(S(=O)(=O)Nc2nccs2)cc1 | 94 | 101 | 98 | 101 | 98 | 0 | 7 | -4
Cc1cccc(NC(=O)CSc2n[nH]c(-c3ccncc3)n2)c1C | 76 | 86 | 93 | 92 | 90 | 1 | 3 | -11
COc1ccc(CCNCC(O)COc2ccc(Cl)cc2)cc1OC (configuration not stated) | 91 | 96 | 105 | 95 | 97 | 2 | 2 | -5
COc1ccc(CSc2nc(C)cc(C)c2C#N)cc1 | 112 | 101 | 101 | 94 | 91 | 10 | 2 | 8
Cc1cc(OCC(=O)Nc2nnc(C3CC3)s2)ccc1C(C)C | 97 | 98 | 113 | 100 | 103 | 1 | 0 | 8
